hcGAS inh = Primary biochemical luminescence assay for human cyclic GMP-AMP synthase inhibitors; Q8N884; recombinant h-cGAS, ATP depletion, Kinase-Glo luminescence; inhibition, % at 12.5 µM; hit rate 0.081% among 290,000;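 note: 0% = vehicle reaction and 100% = reaction without DNA for no activity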
Target sequence (Q8N884 whole entry, looked up): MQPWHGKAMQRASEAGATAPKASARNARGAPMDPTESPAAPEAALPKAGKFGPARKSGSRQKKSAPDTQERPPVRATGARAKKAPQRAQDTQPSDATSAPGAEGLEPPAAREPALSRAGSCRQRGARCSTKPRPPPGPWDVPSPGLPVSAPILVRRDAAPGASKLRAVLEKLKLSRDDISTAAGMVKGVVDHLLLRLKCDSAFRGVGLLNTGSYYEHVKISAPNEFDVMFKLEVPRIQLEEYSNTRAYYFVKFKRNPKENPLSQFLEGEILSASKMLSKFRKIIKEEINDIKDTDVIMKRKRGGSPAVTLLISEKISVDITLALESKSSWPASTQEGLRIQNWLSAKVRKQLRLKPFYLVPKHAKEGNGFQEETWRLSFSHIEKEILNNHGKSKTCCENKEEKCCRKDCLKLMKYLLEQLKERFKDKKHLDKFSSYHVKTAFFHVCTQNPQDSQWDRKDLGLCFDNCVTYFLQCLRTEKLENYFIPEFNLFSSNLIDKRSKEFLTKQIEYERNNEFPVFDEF
mcGAS inh = cyclic GMP-AMP synthase inhibitors, mouse, primary biochemical chemiluminescence. Q8C6L5. recombinant cGAS, Kinase-Glo ATP depletion luminescence. inhibition, % at 12.5 µM. hit rate 0.15% among 160,000. AID 1259399, 2018;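 note: 0% = negative control wells and 100% = reference inhibitor with no enzyme activity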
NPYLR7 ag = agonists of mosquito NPYLR7 receptor, primary screen, cell-based, Aedes aegypti, calcium fluorescence, mosquito biting behavior; AID 1259423, 2018; HEK293T NPYLR7/Galpha15, GCaMP6s calcium fluorescence; hit rate 0.15% among 270,000; activation, % at 10 µM; in the data active = activation above about 40%;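 note: 0% = vehicle and 100% = reference agonist at the receptor; some compounds past the cut are filed as inactive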
An asterisk follows results filed as active; . = not tested or not shown; & = joins results of further samples. Cut-off read from the data, not from the text of the source, unless noted: active = inhibition above about 40%; inactive = the rest.

SMILES	hcGAS inh	mcGAS inh	NPYLR7 ag
Cc1cc(C)nc(N=C(N)N2CCc3ccccc3C2)n1	-2	-6	-6
O=S(=O)(c1ccccc1NCc1ccccn1)C(F)(F)F	-2	.	3
COc1cc(C#N)ccc1OCC(=O)NC1CCCc2ccccc21 (stereo not drawn)	-8	-7	6
CCn1ccnc1CN(C)Cc1nc(Cc2ccccc2Cl)no1	-11	.	11
O=c1[nH]n(-c2ccc([N+](=O)[O-])cc2)c(=O)c2ccccc12	0	.	-4
O=C(CCN(Cc1ccccc1)c1nc(Cc2ccccc2)ns1)NCCc1ccc(Cl)cc1Cl	-5	-5	.
CC(C)CCn1c(=O)[nH]c(=O)c2c3c(cnc21)C(=O)CC(c1ccco1)C3 (stereo not drawn)	-9	-5	-2
Cc1ccc(C)n1-c1sccc1C(=O)Nc1ccc(=O)n(C)c1	-1	.	-7
COCC(=O)N1CCCN(C(=O)CN2CCc3sccc3C2c2ccccc2C)CC1 (stereo not drawn)	-3	-6	13
CCCS(=O)(=O)NC1CC(=O)N(Cc2ccccc2C(F)(F)F)C1 (stereo not drawn)	6	.	-4
CCOC(=O)C1=C(C)N=c2s/c(=C\c3c(OCC)ccc4ccccc34)c(=O)n2C1c1ccccc1 (stereo not drawn)	-3	-3	5
COc1ccc(C2=NN(C(=O)c3ccccc3F)C(c3ccc4nccnc4c3)C2)cc1OC (stereo not drawn)	-8	-9	0
C/C(=N\NC(=O)C1=NNC(c2ccccc2)(c2ccccc2)C1)c1ccc(Cl)cc1	-9	-7	22
Cc1ccc(N2C(=O)C(c3c(C(C)C)[nH]n(-c4ccc(F)cc4)c3=O)=C([n+]3ccccc3)C2=O)cc1	-4	-11	6
CC(C)c1noc(CN(C)C(=O)C(C)n2cc(Cl)cn2)n1 (stereo not drawn)	-4	-8	4
CCCNC(=O)Cn1nc2c(c1NC(=O)c1cccc(F)c1)CSC2	-6	-12	-7
Cc1ccc2ncn(C3CCN(C(=O)CCOc4ccccc4)CC3)c2c1	-6	-3	3
O=c1c2cc3c(cc2nc2sc(Nc4ccc(F)cc4F)nn12)OCO3	8	.	9
COC(=O)C1=C(C)N(C)C(=O)NC1c1ccc(OC)cc1 (stereo not drawn)	-9	-6	5
COc1ccc(S(=O)(=O)Nc2ccc(-c3c(-c4cccc(C)c4)[nH]n(-c4ccc(C)cc4)c3=O)cc2)cc1	-9	-9	23

In the list so far, these have an aryl methoxy group.
SMILES	hcGAS inh	mcGAS inh	NPYLR7 ag
COc1cc(C#N)ccc1OCC(=O)NC1CCCc2ccccc21 (stereo not drawn)	-8	-7	6
COc1ccc(C2=NN(C(=O)c3ccccc3F)C(c3ccc4nccnc4c3)C2)cc1OC (stereo not drawn)	-8	-9	0
COC(=O)C1=C(C)N(C)C(=O)NC1c1ccc(OC)cc1 (stereo not drawn)	-9	-6	5
COc1ccc(S(=O)(=O)Nc2ccc(-c3c(-c4cccc(C)c4)[nH]n(-c4ccc(C)cc4)c3=O)cc2)cc1	-9	-9	23

(next part)
SMILES	hcGAS inh	mcGAS inh	NPYLR7 ag
O=C(CCc1nnc(Cc2cccc(C(F)(F)F)c2)o1)NC1CC1	-3	-4	2
CC(C)CN1CCC1(C)C(=O)Nc1cccc(Oc2ccccc2)c1 (stereo not drawn)	-10	.	7
O=C(O)C1CN(C(=O)C(c2ccccc2)c2ccccc2)CCN1 (stereo not drawn)	-8	-16	6
CCCCN(C(=O)CSc1nnnn1C)C1CCS(=O)(=O)C1 (stereo not drawn)	-8	-10	3
O=C(NC(c1cccnc1)c1ccc2c(c1)OCO2)C1CCN(CCOc2ccc(Cl)cc2)CC1 (stereo not drawn)	-4	-2	12
COCCCNC(=O)C(NC(=O)C1CC1)C1CCN(C(=O)c2ccc(F)cc2)CC1 (stereo not drawn)	0	-3	-5
CN(C)c1ncccc1CNC(=O)Nc1cccc(F)c1	0	.	-4
Cc1cc(C(=O)N2CCC2(C)C(=O)NS(=O)(=O)c2ccc(F)cc2F)nn1C (stereo not drawn)	0	.	1
Cc1cc(C(=O)CN2C(=O)C(=O)N(Cc3ccco3)C2=O)c(C)n1C1CC1	-13	-6	0
CCCCCCCn1c(CN2CCCC(C)C2)nc2c1c(=O)n(C)c(=O)n2C (stereo not drawn)	-5	.	6
Oc1cccc(-c2nc3c(Nc4ccccc4)nccc3[nH]2)c1	0	-5	-4
CC(=N/N=C\C=C\c1ccccc1)C1=C(O)c2ccccc2C1=O	-19	-10	0
COC(=O)c1ccc(Cn2nc(-c3cccc(OC)c3)c3sc(C)nc3c2=O)cc1	9	1	0
O=[N+]([O-])/C=C/c1cccn1-c1ccc(Br)cc1	-6	2	-1
O=c1ccc(-c2cccnc2)nn1CCNS(=O)(=O)c1ccccc1	-3	.	6
C=C(C)Cn1c(N2CCN(Cc3ccccc3C)CC2)nc2c1c(=O)[nH]c(=O)n2C	6	.	23
CCCn1ncc(C(=O)N(Cc2nccn2C)C2CC2)c1C	-2	.	9
COc1ccc(Nc2cc3c(cn2)cc(-c2ccc(C(=O)N(C)C)cc2)n3Cc2ccccc2)c(OC)c1	-7	-5	-12
COc1ccc(-c2coc3cc(O)ccc3c2=O)c(O)c1O	51*	68*	.
Cn1ccsc1=NC(=O)CCN1c2ccccc2Sc2ccccc21	-8	.	1

Compound profiles, from the list above. Order of screens: hcGAS inh, mcGAS inh, NPYLR7 ag
Results for `CCCCCCCn1c(CN2CCCC(C)C2)nc2c1c(=O)n(C)c(=O)n2C` (stereo not drawn) = -5, ., 6
Results for `Oc1cccc(-c2nc3c(Nc4ccccc4)nccc3[nH]2)c1` = 0, -5, -4
Results for `Cc1cc(C(=O)N2CCC2(C)C(=O)NS(=O)(=O)c2ccc(F)cc2F)nn1C` (stereo not drawn) = 0, ., 1
Results for `Cc1cc(C(=O)CN2C(=O)C(=O)N(Cc3ccco3)C2=O)c(C)n1C1CC1` = -13, -6, 0
Results for `Cn1ccsc1=NC(=O)CCN1c2ccccc2Sc2ccccc21` = -8, ., 1

Next part
SMILES	hcGAS inh	mcGAS inh	NPYLR7 ag
COc1ccc(C2CC(=O)c3cnn(-c4nc5ccccc5[nH]4)c3C2)c(OC)c1 (stereo not drawn)	-10	.	2
CC1CCN(C(=O)CSc2nc3c([nH]c4ccccc43)c(=O)n2C)CC1	-4	-6	2
Cc1ccc(C(=O)Nc2c(N)nc(SCC(=O)N3CCCc4ccccc43)[nH]c2=O)cc1	-2	-2	-2
COc1ccc2nc(-c3ccc(C)c(NC(=O)C4CCCC4)c3)cn2n1	-6	-11	-11
CCc1nc2c(s1)C(O)CCC2 (stereo not drawn)	-7	.	5
CCN(CC(=O)Nc1c(F)cccc1F)C(=O)C1CCN(C(=O)c2ccc(Cl)cc2)CC1	0	.	8
Cc1cc(NC(=O)N(C)Cc2nccn2C(F)F)no1	-10	-9	5
CCN(CC)C(=O)CN(C)C(=O)c1[nH]c(C)c(C(C)=O)c1C	-16	.	0
CCn1c(NC2CC(=O)N(c3ccccc3I)C2=O)nc2ccccc21 (stereo not drawn)	1	.	-2
Cc1cc(C(=O)N2CCc3ccccc3C2)nc2cc(C(C)(C)C)nn12	2	1	-9
COc1ccc(-n2nc(C(=O)O)c(=O)n(Cc3cccc(C(F)(F)F)c3)c2=O)cc1	4	.	0
Cc1nc(NC(C)c2cccnc2)c2c3c(sc2n1)CCC3 (stereo not drawn)	4	0	-3
O=C(CNc1ccc2ccccc2c1)NNC1=NCCC1	-7	.	2
CCCCN(CC(=O)N(CCc1c[nH]c2ccccc12)Cc1ccccc1)C(=O)Nc1ccccc1C(F)(F)F	-6	1	0
Cc1cccc(NC(=O)CCC2CCN(C(=O)CCc3ccccn3)CC2)c1	0	.	11
Cc1ccc(S(=O)(=O)N2CCSC2C)cc1 (stereo not drawn)	-5	.	4
COc1ccc(-c2nn(-c3ccccc3)cc2CN(C)CCc2c(C)n[nH]c2C)c(F)c1	-7	-11	6
O=C(CSCc1cccc2c1OCCO2)NC1CCCC1	-6&-3	-11	1&9
Cc1ccc2[nH]c(C(=O)O)c(CN3CC[C@@H](c4ccc(F)cc4)[C@H](O)C3)c2c1	-3	-13	5
Cc1cn2c3c(=O)n(CC(C)C)c(=O)n(C)c3nc2n1-c1ccc(F)cc1	-13	.	17
O=c1c(Cl)c(N2CCOCC2)cnn1C12CC3CC(CC(C3)C1)C2	-5	.	10
Cc1ccc(OCC(=O)N2CCC(n3cnc4cc(C(F)(F)F)ccc43)CC2)cc1	-7	-6	1
Cn1c(Cl)cnc1CN(c1ccccc1F)C1CCCC1	-3	.	5
O=[N+]([O-])c1ccc(NN=C2CCCCC2c2ccccn2)c([N+](=O)[O-])c1 (stereo not drawn)	-1	-6	17
CC#CC(=O)NC1CC(=O)N(Cc2cccc(F)c2)C1 (stereo not drawn)	-7	.	22
CCC(=O)Nc1cccc(NC(=O)c2ccc(C)cc2)c1	-8	.	-1
COCCn1c(C)cc(O)c(C(c2ccccc2)N2CCN(c3ccccc3)CC2)c1=O (stereo not drawn)	-1	.	3
CCN1CCN(Cc2nc3c(c(=O)n(C)c(=O)n3C)n2Cc2ccc(Cl)cc2Cl)CC1	7	.	3
Cn1c(=S)sc2c(N3CCCCCC3)ncnc21	-9	.	-1
CN1CC(C(=O)Nc2cc(F)ccc2OCC2CCCO2)CC1=O (stereo not drawn)	-8	-11	5
CC(=O)Oc1ccccc1Cn1c(C)c(C(=O)NCc2cccs2)sc1=O	0	.	9
Cc1ccc(CN(C(=O)c2cc(=O)[nH][nH]2)C2CC2)s1	-2	.	3
COc1ccc(C(CC(=O)N2CCN(c3ccc([N+](=O)[O-])cc3)CC2)c2c[nH]c3ccccc23)c(OC)c1 (stereo not drawn)	-2	-4	.
O=C(c1ccc(-n2cccn2)cc1)N1CCCC(CO)(CCc2ccccc2)C1 (stereo not drawn)	-5	.	3
C=CCn1c(=O)c(C(=O)Nc2nccs2)c(O)c2ccccc21	5	2	-6
Oc1c(I)cc(Cl)c2cccnc12	-5&-4&-5	-4&-2&-1	4&3&-3
Cc1ccc(Br)cc1C(=O)OCCn1cncn1	20	10	-5
CC(C)c1ccc(-c2nnn(CC(=O)NC(C)(C)C)n2)cc1	-9	.	-6
O=C(c1cn[nH]n1)N1CCOc2ccc(CO)cc2C1	1	0	3
CCOC(=O)[C@@H]1CN(C(=O)NC2CCCC2)[C@H]2c3ccc(OC)cc3O[C@@H]12	4	0	3

Sorted by molar mass (smallest number first): 3 of the compounds above
SMILES	hcGAS inh	mcGAS inh	NPYLR7 ag
Cc1ccc(Br)cc1C(=O)OCCn1cncn1	20	10	-5
C=CCn1c(=O)c(C(=O)Nc2nccs2)c(O)c2ccccc21	5	2	-6
COCCn1c(C)cc(O)c(C(c2ccccc2)N2CCN(c3ccccc3)CC2)c1=O (stereo not drawn)	-1	.	3

The listing continues.
SMILES	hcGAS inh	mcGAS inh	NPYLR7 ag
CC(C)(C(=O)NCc1cccs1)c1ccccc1	-3	.	7
COC1CN(Cc2ccc(-c3ccccc3)cc2)CC(=O)N(Cc2cccnc2)C1 (stereo not drawn)	-3	-9	6
CC(C)(C)c1cc(N)n(CC(=O)O)n1	-7	-13	2
Cc1ccn(-c2ccc(NC3CCOC4(CCCC4)C3)nn2)n1 (stereo not drawn)	-8	.	5
C=CCNC(=S)Nc1cc(OC)cc(OC)c1	-16	.	6
O=S(=O)(Nc1ccc(Br)cc1)c1ccc(Cl)s1	-4	.	0
CN(C)CC1(O)CCCN(C(=O)CCn2ccccc2=O)C1 (stereo not drawn)	-3	.	1
Cc1ccc2nc(CN(C)Cc3c(C)nn(C)c3Cl)[nH]c2c1	-8	.	10

Two compounds drawn at random from the list so far:
SMILES	hcGAS inh	mcGAS inh	NPYLR7 ag
Cc1ccc2nc(CN(C)Cc3c(C)nn(C)c3Cl)[nH]c2c1	-8	.	10
O=S(=O)(Nc1ccc(Br)cc1)c1ccc(Cl)s1	-4	.	0

Source: PubChem BioAssay (Fisher Drug Discovery Resource Center)
